Bioassay records: PubChem, The Scripps Research Institute Molecular Screening Center
GPR151 activ: activators of human GPR151, primary screen, cell-based, PathHunter beta-arrestin, luminescence; PathHunter beta-arrestin GPR151 cells; activation, % at 11.2 µM; 650,000 tested, 1% active; G-protein coupled receptor 151 (Homo sapiens), Q8TDV0; AID 1508602, 2020; in the data active = activation above about 4.9%;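 also: 0% = median of compound wells and 100% = cells with positive control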
Target sequence (Q8TDV0 whole entry, looked up): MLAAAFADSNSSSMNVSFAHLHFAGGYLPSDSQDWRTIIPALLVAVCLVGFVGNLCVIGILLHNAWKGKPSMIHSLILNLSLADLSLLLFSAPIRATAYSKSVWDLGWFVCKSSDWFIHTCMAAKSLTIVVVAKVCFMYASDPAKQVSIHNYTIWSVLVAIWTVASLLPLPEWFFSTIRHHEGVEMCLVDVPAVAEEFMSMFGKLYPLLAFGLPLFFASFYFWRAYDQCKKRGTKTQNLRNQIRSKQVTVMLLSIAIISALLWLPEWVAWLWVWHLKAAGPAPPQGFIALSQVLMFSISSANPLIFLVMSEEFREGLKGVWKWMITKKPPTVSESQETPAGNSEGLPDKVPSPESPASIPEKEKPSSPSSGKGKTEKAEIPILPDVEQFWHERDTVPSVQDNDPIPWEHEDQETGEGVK
TEAD-YAP block: TEAD-YAP interaction inhibition, primary screen, TEAD-YAP interaction inhibitor project, luminescence, HEK-TIYL cells; TEAD-Gal4/YAP UAS-luciferase luminescence; inhibition, % at 9.12 µM; 640,000 tested, 1.4% active; in the data active = inhibition above about 32%;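 also: 0% = median of test compound wells and 100% = reference inhibitor wells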
MITF primary: MITF inhibitors, primary screen, biochemical, AlphaScreen, human; Microphthalmia-associated transcription factor (Homo sapiens), O75030; AlphaScreen MITF homodimerization, bead proximity signal; inhibition, % at 2.6 µM; 650,000 tested, 0.91% active; AID 1259374, 2018; in the data active = inhibition above about 50%;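 also: 0% = vehicle wells with protein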
Target sequence (O75030 whole entry, looked up): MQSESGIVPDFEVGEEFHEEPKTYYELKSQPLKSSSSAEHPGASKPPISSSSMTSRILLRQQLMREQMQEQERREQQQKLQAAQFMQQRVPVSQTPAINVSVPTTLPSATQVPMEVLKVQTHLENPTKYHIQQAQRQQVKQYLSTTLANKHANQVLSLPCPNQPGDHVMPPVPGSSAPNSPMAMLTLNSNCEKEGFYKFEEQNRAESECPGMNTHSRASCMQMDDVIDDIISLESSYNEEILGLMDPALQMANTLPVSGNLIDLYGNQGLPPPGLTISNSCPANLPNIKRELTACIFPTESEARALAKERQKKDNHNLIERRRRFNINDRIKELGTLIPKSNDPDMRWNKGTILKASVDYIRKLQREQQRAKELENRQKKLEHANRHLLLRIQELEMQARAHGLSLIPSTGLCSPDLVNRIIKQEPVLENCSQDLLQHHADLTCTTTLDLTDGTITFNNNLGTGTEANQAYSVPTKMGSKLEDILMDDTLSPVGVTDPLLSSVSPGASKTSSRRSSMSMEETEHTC
FBW7 activator: FBW7 E3 ligase activators, primary screen, biochemical, AlphaScreen, human. F-box/WD repeat-containing protein 7 (Homo sapiens), Q969H0. AlphaScreen FBW7–phospho-cyclin E peptide binding, activator screen. normalized activity (activation), % at 26.1 µM. 650,000 tested, 0.13% active. AID 1259310, 2017; in the data active = normalized activity above about 1.9%;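 also: purified mutant Fbw7 with reduced substrate affinity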
The depositor's hits bear a star.

What do the screens show for `O=P1(N2CCN(c3ccc(Cl)cc3)CC2)COc2ccccc2OC1`?
GPR151 activ: -0.7; TEAD-YAP block: 1; MITF primary: -6; FBW7 activator: 0.0

Results for COc1ccc(-n2nc(C(=O)NCC(=O)Nc3ccc(Oc4ccccc4)cc3)c3ccccc3c2=O)cc1 ?
GPR151 activ: 1.3; TEAD-YAP block: 5; MITF primary: 8; FBW7 activator: 0.1

How did CCOC(=O)c1cc(C(=O)OCC)c(C)nc1C do in these assays?
GPR151 activ: -0.9; TEAD-YAP block: -4; MITF primary: 0; FBW7 activator: -0.1

Results for O=C(NCCc1ccc(Cl)cc1)c1cc(-c2ccccn2)nc2ccccc12 ?
GPR151 activ: 1.0; TEAD-YAP block: 6; MITF primary: 13; FBW7 activator: 0.0

How did COc1ccc(N2CCN(CC(O)c3ccc4c(c3)CCN4C(C)=O)CC2)cc1 (stereo unspecified) do in these assays?
GPR151 activ: -0.8; TEAD-YAP block: 4; MITF primary: 5; FBW7 activator: -0.1

What do the screens show for `Cc1cc(C)c2cc(C#N)c(SCC(N)=O)nc2c1`?
GPR151 activ: 0.0; TEAD-YAP block: -16; MITF primary: 17; FBW7 activator: 0.1

Results for C=CCn1c(=S)[nH]c2cc(C(=O)NCCC3=CCCCC3)ccc2c1=O ?
GPR151 activ: -0.7; TEAD-YAP block: -31; MITF primary: 8; FBW7 activator: 0.3

Results for CCOC(=O)C1=C(C)N=c2s/c(=C/c3cc4c(cc3Cl)OCO4)c(=O)n2C1c1ccc(SC)cc1 (stereo unspecified) ?
GPR151 activ: -1.4; TEAD-YAP block: -6; MITF primary: 9; FBW7 activator: 0.1

What do the screens show for `CCOC(=O)c1[nH]c(C)c(CN2CCC3(CC2)NC(=O)c2ccccc2O3)c1C`?
GPR151 activ: -0.7; TEAD-YAP block: 8; MITF primary: 18; FBW7 activator: 0.0

What do the screens show for `CCCSc1nnc2c(n1)OC(c1ccc(SC)cc1)Nc1ccccc1-2` (stereo unspecified)?
GPR151 activ: 5.6*; TEAD-YAP block: -60; MITF primary: 3; FBW7 activator: 0.2

A run of entries of the results above:
Results for COc1ccc(-n2nc(C(=O)NCC(=O)Nc3ccc(Oc4ccccc4)cc3)c3ccccc3c2=O)cc1 ?
GPR151 activ: 1.3; TEAD-YAP block: 5; MITF primary: 8; FBW7 activator: 0.1

How did CCOC(=O)c1cc(C(=O)OCC)c(C)nc1C do in these assays?
GPR151 activ: -0.9; TEAD-YAP block: -4; MITF primary: 0; FBW7 activator: -0.1

Results for O=C(NCCc1ccc(Cl)cc1)c1cc(-c2ccccn2)nc2ccccc12 ?
GPR151 activ: 1.0; TEAD-YAP block: 6; MITF primary: 13; FBW7 activator: 0.0

How did COc1ccc(N2CCN(CC(O)c3ccc4c(c3)CCN4C(C)=O)CC2)cc1 (stereo unspecified) do in these assays?
GPR151 activ: -0.8; TEAD-YAP block: 4; MITF primary: 5; FBW7 activator: -0.1

What do the screens show for `Cc1cc(C)c2cc(C#N)c(SCC(N)=O)nc2c1`?
GPR151 activ: 0.0; TEAD-YAP block: -16; MITF primary: 17; FBW7 activator: 0.1

Results for C=CCn1c(=S)[nH]c2cc(C(=O)NCCC3=CCCCC3)ccc2c1=O ?
GPR151 activ: -0.7; TEAD-YAP block: -31; MITF primary: 8; FBW7 activator: 0.3

Results for CCOC(=O)C1=C(C)N=c2s/c(=C/c3cc4c(cc3Cl)OCO4)c(=O)n2C1c1ccc(SC)cc1 (stereo unspecified) ?
GPR151 activ: -1.4; TEAD-YAP block: -6; MITF primary: 9; FBW7 activator: 0.1

Remaining list, next part.
How did Cc1nc2c(c(N3CCCC3)n1)CN(C(=O)N1CCOCC1)CC2 do in these assays?
GPR151 activ: 0.1; TEAD-YAP block: 5; MITF primary: -9; FBW7 activator: -0.1

Results for COc1ccc(-c2ccc(C(=O)Nc3ccccc3)s2)cc1 ?
GPR151 activ: -12; TEAD-YAP block: -61; MITF primary: 3; FBW7 activator: -0.1

How did CCN1CCN(C(c2ccco2)c2sc3ncnn3c2O)CC1 (stereo unspecified) do in these assays?
GPR151 activ: -0.7; TEAD-YAP block: -7; MITF primary: -4; FBW7 activator: -0.2

Results for O=C(O)CCC(=O)Nc1ccc(-c2nc3ccc(Cl)cc3o2)cc1 ?
GPR151 activ: 0.9; TEAD-YAP block: -20; MITF primary: 0; FBW7 activator: 0.0

What do the screens show for `Cc1ccccc1CSCC1Nc2ccc(C(=O)N3CCC4(CC3)OCCO4)cc2NC1=O` (stereo unspecified)?
GPR151 activ: 0.1; TEAD-YAP block: -3; MITF primary: -4; FBW7 activator: -0.2

What do the screens show for `CC(C)c1ccc(NC(=O)CSc2nnnn2-c2ccc(C(N)=O)cc2)cc1`?
GPR151 activ: -0.1; TEAD-YAP block: 7; MITF primary: 12; FBW7 activator: -0.1

How did Cc1cc2cc(CNC(=O)NC3CC(=O)N(c4ccc5c(c4)OCCO5)C3)ccc2[nH]1 (stereo unspecified) do in these assays?
GPR151 activ: 2.0; TEAD-YAP block: 10; MITF primary: -4; FBW7 activator: -0.1

Results for CC(C)NC(=O)C(C)N1Cc2ccccc2C1=O (stereo unspecified) ?
GPR151 activ: -0.1; TEAD-YAP block: 3; MITF primary: -12; FBW7 activator: 0.1

What do the screens show for `COc1ccc(Cl)cc1-n1c(=S)sc2c(=O)[nH]c(SCC(=O)C(C)(C)C)nc21`?
GPR151 activ: -0.5; TEAD-YAP block: -5; MITF primary: -4; FBW7 activator: 0.0

What do the screens show for `CCOC(=O)CC1C(=O)NC2CCCCC2N1C(=O)Nc1ccc(Cl)cc1` (stereo unspecified)?
GPR151 activ: -1.0; TEAD-YAP block: -7; MITF primary: -2; FBW7 activator: 0.0

How did N#Cc1c(NC(=O)c2cc3nc(-c4ccc(Cl)cc4)cc(C(F)(F)F)n3n2)sc2c1CCCC2 do in these assays?
GPR151 activ: -0.4; TEAD-YAP block: -2; MITF primary: -6; FBW7 activator: 0.0

How did Cc1ccc(C(=O)N/N=C\c2ccc(OC(=O)c3cccc(F)c3)cc2)cn1 do in these assays?
GPR151 activ: 0.7; TEAD-YAP block: 0; MITF primary: 9; FBW7 activator: -0.1

Results for COc1cccc(/C=C(/C(=O)OCC(=O)NC(N)=O)c2ccccc2)c1 ?
GPR151 activ: 0.4; TEAD-YAP block: -3; MITF primary: -5; FBW7 activator: 0.0

Results for COc1ccc2c(c1OC)C(=O)NC2=O ?
GPR151 activ: -0.5; TEAD-YAP block: 5; MITF primary: 1; FBW7 activator: -0.1

How did CCCc1ccc(S(=O)(=O)N2CCOC(c3ccccc3)C2)cc1 (stereo unspecified) do in these assays?
GPR151 activ: 0.0; TEAD-YAP block: 6; MITF primary: 2; FBW7 activator: 0.2

How did O=C(Nc1cc(Cl)cc(Cl)c1)c1cc(S(=O)(=O)NCC2CCCO2)ccc1F (stereo unspecified) do in these assays?
GPR151 activ: 1.6; TEAD-YAP block: 1; MITF primary: 28; FBW7 activator: 0.2

How did CCSc1ccc2nnc(-c3ccccn3)n2n1 do in these assays?
GPR151 activ: -1.0; TEAD-YAP block: -9; MITF primary: 43; FBW7 activator: -1.7

How did CCOC(=O)c1cc(C)sc1/N=C/C1C(=O)c2ccccc2C1=O do in these assays?
GPR151 activ: -0.4; TEAD-YAP block: -18; MITF primary: 18; FBW7 activator: 0.1

How did O=C(O)c1cc(NC(=O)c2ccc(F)cc2)cc(NC(=O)c2ccc(F)cc2)c1 do in these assays?
GPR151 activ: -0.5; TEAD-YAP block: 13; MITF primary: 15; FBW7 activator: 0.1

What do the screens show for `CCOc1cc(C2C(C(=O)OC)=C(C)NC3=C2C(=O)c2ccccc23)ccc1OC` (stereo unspecified)?
GPR151 activ: -0.2; TEAD-YAP block: -6; MITF primary: 3; FBW7 activator: -0.2

How did CCOC(=O)c1sc2nc(C)cc(/C=C\c3ccccc3)c2c1N do in these assays?
GPR151 activ: -0.5; TEAD-YAP block: 1; MITF primary: 1; FBW7 activator: -0.1

What do the screens show for `Cc1cc(N2CC(C)CC(C)C2)nc2ccc(NC(=O)CCC(=O)NC(C)C)cc12` (stereo unspecified)?
GPR151 activ: 0.3; TEAD-YAP block: 0; MITF primary: -28; FBW7 activator: 0.0

How did CCC1(CC)NC(=S)N(c2cccc(C)c2C)N1 do in these assays?
GPR151 activ: 1.0; TEAD-YAP block: 1; MITF primary: 0; FBW7 activator: 0.1

What do the screens show for `Cc1nnc(C2CCCN(C(=O)NC(C)(C)C)C2)s1` (stereo unspecified)?
GPR151 activ: 1.3; TEAD-YAP block: 0; MITF primary: 16; FBW7 activator: 0.0

Results for COCC(=O)Nc1nnc(SCC(=O)Nc2ccccc2Br)s1 ?
GPR151 activ: -1.0; TEAD-YAP block: -7; MITF primary: 12; FBW7 activator: 0.2

How did CCCc1cc(=O)oc2c(C)c(OC(C)C(=O)c3ccccc3)ccc12 (stereo unspecified) do in these assays?
GPR151 activ: 0.7; TEAD-YAP block: 5; MITF primary: 11; FBW7 activator: 0.0

Results for C=CCOC(=O)C1=C(C)NC(SCC)=C(C#N)C1c1ccc(O)c(OC)c1 (stereo unspecified) ?
GPR151 activ: -0.5; TEAD-YAP block: -2; MITF primary: 9; FBW7 activator: 0.1

How did CC(=O)Nc1ccc(Nc2ncnc(N)c2[N+](=O)[O-])cc1 do in these assays?
GPR151 activ: -0.7; TEAD-YAP block: 7; MITF primary: 6; FBW7 activator: 0.1

What do the screens show for `Cc1sc2ncnc(SC3CCCCC3=O)c2c1C` (stereo unspecified)?
GPR151 activ: -0.5; TEAD-YAP block: -8; MITF primary: -2; FBW7 activator: -0.2

How did Cc1sc2sc(-c3ccccc3)c(N)[n+]2c1C do in these assays?
GPR151 activ: -1.6; TEAD-YAP block: -47; MITF primary: 28; FBW7 activator: 0.0

How did C/C=C1/C(C)C(C(F)(F)F)(C(F)(F)F)C(C#N)=C(N)N1c1ccc(C(N)=O)cc1 (stereo unspecified) do in these assays?
GPR151 activ: -1.2; TEAD-YAP block: -3; MITF primary: 1; FBW7 activator: 0.0

Results for O=C(N/N=C\c1cccnc1)c1ccc(Cl)cc1Cl ?
GPR151 activ: -1.1; TEAD-YAP block: -4; MITF primary: 5; FBW7 activator: 0.8

What do the screens show for `Cn1cnc(S(=O)(=O)Nc2n[nH]c(=S)s2)c1`?
GPR151 activ: 0.2; TEAD-YAP block: 2; MITF primary: 7; FBW7 activator: -0.1

How did COc1ccc(NC(=O)C2C3C=CC4(O3)C2C(=O)N(Cc2ccc(C)cc2)C4C(=O)NC2CCCCC2)cc1 (stereo unspecified) do in these assays?
GPR151 activ: 0.8; TEAD-YAP block: 15; MITF primary: -2; FBW7 activator: 0.0

How did Oc1ccc(Nc2nccn3c(-c4ccc5c(c4)OCO5)cnc23)cc1 do in these assays?
GPR151 activ: -1.2; TEAD-YAP block: 3; MITF primary: -8; FBW7 activator: 0.0

What do the screens show for `Nc1c(Cl)cc(N2C(=O)c3ccccc3C2=O)cc1Br`?
GPR151 activ: -0.1; TEAD-YAP block: -1; MITF primary: 4; FBW7 activator: -0.1

Results for CCCCCOC(=O)c1c(C)oc2ccc(NS(=O)(=O)c3ccc(C)cc3)cc12 ?
GPR151 activ: -1.7; TEAD-YAP block: -4; MITF primary: 18; FBW7 activator: 0.1

Results for CCOc1cc(C(=O)NCC(C)CN(C)C)cc(OCC)c1OCC (stereo unspecified) ?
GPR151 activ: 3.3; TEAD-YAP block: 9; MITF primary: -2; FBW7 activator: 0.0

What do the screens show for `CCCCOc1ccc(NC(=O)c2ccc(I)cc2)cc1`?
GPR151 activ: 1.0; TEAD-YAP block: -7; MITF primary: 4; FBW7 activator: 0.0

Results for CN1CCN(CC(=O)N/N=C\c2ccccn2)CC1 ?
GPR151 activ: -0.2; TEAD-YAP block: 7; MITF primary: -2; FBW7 activator: -0.2

What do the screens show for `Cc1ccc(-n2nnn(C3CC(=O)C4OCC3O4)c2=S)cc1C` (stereo unspecified)?
GPR151 activ: -1.3; TEAD-YAP block: 9; MITF primary: 5; FBW7 activator: -0.1

How did CCOC(=O)c1nn(-c2ccc3ccccc3c2)cc1O do in these assays?
GPR151 activ: -0.6; TEAD-YAP block: -54; MITF primary: 10; FBW7 activator: 0.1

What do the screens show for `C=CCc1ccc(OCCN2CCNCC2)c(OC)c1`?
GPR151 activ: -1.3; TEAD-YAP block: -5; MITF primary: 0; FBW7 activator: 0.0

Results for COc1ccc(C(C)=O)cc1COC(=O)c1ccc(I)cc1 ?
GPR151 activ: -1.0; TEAD-YAP block: 0; MITF primary: -5; FBW7 activator: 0.0

How did Cn1c(=O)c2c(nc(N3CCN(c4ccccc4)CC3)n2Cc2ccccc2Cl)n(C)c1=O do in these assays?
GPR151 activ: -0.5; TEAD-YAP block: 5; MITF primary: 13; FBW7 activator: 0.1

How did CC1=C(C(=O)OCc2ccccc2)C(c2ccccc2I)C(C#N)=C(N)O1 (stereo unspecified) do in these assays?
GPR151 activ: -0.9; TEAD-YAP block: 3; MITF primary: 4; FBW7 activator: 0.0

What do the screens show for `Cc1ccccc1OCC(=O)Nc1ccc(NC(=O)c2cccs2)cc1`?
GPR151 activ: 2.3; TEAD-YAP block: -2; MITF primary: -12; FBW7 activator: 0.0

Results for Cc1cc(C)nc(NS(=O)(=O)c2ccc(NC(=O)COc3cccc(C)c3C)cc2)n1 ?
GPR151 activ: -0.1; TEAD-YAP block: -6; MITF primary: 3; FBW7 activator: 0.1
